MBD2 DNA inh – inhibitors of MBD2 binding to methylated DNA, primary screen, biochemical, TR-FRET, DNA-binding domain, human; inhibition, % at 4.4 µM; MBD2 binding to methylated oligonucleotide; 370,000 compounds, 0.31% hits; Methyl-CpG-binding domain protein 2 (Homo sapiens), Q9UBB5; in the data active = inhibition above about 13%
UHRF1 MBD2 ctr – UHRF1 methylated DNA binding inhibitors, primary screen, counter-screen for MBD2 inhibitor project, biochemical, TR-FRET, human UHRF1, single concentration. UHRF1 binding to methylated oligo. AID 687016, 2013. inhibition, % at 4.4 µM. E3 ubiquitin-protein ligase UHRF1 (Homo sapiens), Q96T88. 370,000 compounds, 0.75% hits; in the data active = inhibition above about 21%;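 also: UHRF1 SRA domain binding a hemimethylated CpG hairpin DNA probe; 0% = median of test compound wells and 100% = reference inhibitor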
mABHD4 FP – ABHD4 inhibitors, primary screen, biochemical, fluorescence polarization, mouse. purified mABHD4, FP-Rh probe fluorescence polarization. 370,000 compounds, 0.54% hits. inhibition, % at 8.92 µM;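 active = inhibition exceeding the mean over every tested compound plus 3 SD, cut at about 30% in these data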;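 also: 0% = plate median of compound wells and 100% = S159A mutant with DMSO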
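Test system: mouse ABHD4 enzyme, wild type. Reagent: FP-Rh fluorescent activity-based probe, added after compound pre-incubation. Timing: pre-incubation 45 min, probe exposure 60 min, at 25 °C. Technique: FP readout, ex 525 nm / em 598 nm. Benchmarks: high control S159A mutant with DMSO, low control median of compound wells.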
NPR2 activator – human GC-B receptor activators, primary screen, HEK293 GC-B cells, cGMP TR-FRET, EC30 CNP; 370,000 compounds, 0.11% hits; Atrial natriuretic peptide receptor 2 (Homo sapiens), P20594; activation, % at 10 µM; 0% at EC30 CNP, 100% saturating CNP;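 active = activation at 10 µM reaching about 35% in either raw or pattern-adjusted values, limit read from the data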
HTRA1 inh – HTRA1 serine protease inhibitors, primary screen, biochemical, fluorescence polarization, HTS; recombinant HTRA1, FP-rhodamine activity-based probe; inhibition, % at 5.96 µM; 340,000 compounds, 0.5% hits; AID 504803, 2011; in the data active = inhibition above about 36%;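 also: 0% = enzyme with DMSO and 100% = wells lacking enzyme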
Target sequence (Q92743 whole entry, looked up): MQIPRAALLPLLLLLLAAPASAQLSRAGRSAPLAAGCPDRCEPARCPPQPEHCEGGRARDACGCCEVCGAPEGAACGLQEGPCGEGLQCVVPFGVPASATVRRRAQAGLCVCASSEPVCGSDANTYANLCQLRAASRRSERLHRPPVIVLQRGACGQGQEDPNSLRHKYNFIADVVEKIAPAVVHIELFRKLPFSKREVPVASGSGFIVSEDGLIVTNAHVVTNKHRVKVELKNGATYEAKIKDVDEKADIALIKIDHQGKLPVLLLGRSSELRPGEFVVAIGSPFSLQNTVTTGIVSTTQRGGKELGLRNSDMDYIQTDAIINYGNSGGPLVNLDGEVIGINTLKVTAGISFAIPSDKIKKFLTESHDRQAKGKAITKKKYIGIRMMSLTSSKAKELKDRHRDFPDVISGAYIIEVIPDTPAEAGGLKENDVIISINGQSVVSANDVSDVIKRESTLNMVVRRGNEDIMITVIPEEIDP
PRMT1 inh – PRMT1 methyltransferase inhibitors, primary screen, biochemical, fluorescence polarization | Protein arginine N-methyltransferase 1 (Homo sapiens), Q99873 | recombinant PRMT1, activity-based probe fluorescence polarization | inhibition, % at 2.79 µM | 370,000 compounds, 1.3% hits;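 active = inhibition above about 21% made by adding two undisclosed values, limit read from the data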
Target sequence (Q99873 whole entry, looked up): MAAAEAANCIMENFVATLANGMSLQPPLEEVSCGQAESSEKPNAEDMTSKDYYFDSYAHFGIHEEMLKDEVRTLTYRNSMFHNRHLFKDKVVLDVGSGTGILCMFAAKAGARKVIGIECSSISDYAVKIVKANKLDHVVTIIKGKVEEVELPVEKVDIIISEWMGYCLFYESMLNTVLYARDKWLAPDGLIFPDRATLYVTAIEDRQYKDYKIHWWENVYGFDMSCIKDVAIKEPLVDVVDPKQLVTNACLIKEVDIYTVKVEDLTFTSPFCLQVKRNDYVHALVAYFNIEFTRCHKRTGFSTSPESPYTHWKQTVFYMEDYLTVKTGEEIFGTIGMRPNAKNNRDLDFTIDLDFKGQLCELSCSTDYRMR
rCAG binder – binders of r(CAG) RNA repeats, primary screen, biochemical, fluorescence. r(CAG) RNA repeat, TO-PRO-1 dye displacement fluorescence. inhibition, % at 3 µM. 370,000 compounds, 1.3% hits;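 active = inhibition above the plate cutoff, the mean of all test compounds on that plate plus 3 SD, cut at about 35% in these data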;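 also: 0% = DMSO alone and 100% = 100 µM mitoxantrone as full dye displacement; higher means more dye released from RNA so lower well fluorescence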
TCR-CD3 inh – inhibitors of human TCR-CD3 interaction, primary screen, biochemical, fluorescence, TAMRA-labeled TCR probe. AID 651800, 2012. 360,000 compounds, 0.37% hits. inhibition, % at 9.4 µM. T-cell receptor (TCR); in the data active = inhibition above about 19%;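 also: recombinant mutant TCR 2C K166C tagged with TAMRA read by polarization; 0% = receptor in buffer alone and 100% = receptor with positive control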
NPR1 activator – GC-A stimulated cGMP production enhancers – HEK293 GC-A cells, cGMP TR-FRET, EC30 ANP, primary screen | Atrial natriuretic peptide receptor 1 (Homo sapiens), P16066 | 0% at EC30 ANP, 100% saturating ANP | activation, % at 10 µM | 370,000 compounds, 0.14% hits; in the data active = activation above about 40%
SIAE primary – human SIAE inhibitors, primary screen, biochemical, fluorescence polarization, FP-Rh probe, 1536-well HTS; SIAE FP-Rh probe binding; 370,000 compounds, 0.69% hits; Sialate O-acetylesterase (Homo sapiens), Q9HAT2; inhibition, % at 9.66 µM; AID 1053197, 2014;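 active = inhibition above a cutoff: mean of compounds within the control limits plus 3 SD of those, cut at about 17% in these data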;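 also: 0% = plate median of compound wells and 100% = probe without SIAE protein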
An asterisk follows results filed as active; / = not tested or not shown. The list is partial (hit frequency here may not be typical).

No.	smiles	MBD2 DNA inh	UHRF1 MBD2 ctr	mABHD4 FP	NPR2 activator	HTRA1 inh	PRMT1 inh	rCAG binder	TCR-CD3 inh	NPR1 activator	SIAE primary
1	Cc1ccc(-c2nc(CCNC(=O)c3ccco3)cs2)cc1	5	0	-1	-1	-1	3	-5	-4	3	-3
2	CCC(CC)n1[nH]c(=O)cc1N	0	-10	2	7	8	0	2	0	2	-2
3	CN(C(=S)Nc1ccc(SC(F)F)cc1)C(c1ccccc1)c1ccccc1	-2	0	-21	-2	-30	-6	3	0	0	-5
4	ClCC1NCC(c2ccccc2Cl)c2c1[nH]c1ccccc21 (centres undefined)	1	-3	13	-5	10	0	5	-3	-5	3
5	O=C(CSc1ccsc1[N+](=O)[O-])NCc1ccccc1	0	0	6	6	-1	5	9	4	-2	-3
6	Cc1ccc(C(=O)/C=C/c2ccccc2)o1	2	-5	1	-2	2	0	-3	3	-18	-3
7	CCOC(=O)c1ccc(N=C2S/C(=C\c3cc(C)n(-c4cccnc4)c3C)C(=O)N2C)cc1	-1	-1	3	-5	0	-2	5	3	-6	12
8	COC(=O)c1cc(OC)c(OC)cc1NC(=O)C1CCC(=O)N1S(=O)(=O)c1ccc(C)cc1 (centres undefined)	5	1	10	-4	3	1	2	3	-9	-10
9	COc1ccc(Cl)cc1NC(=O)CN1CCCC1	2	2	-8	-1	-5	7	0	-6	0	2
10	O=C(COCc1nc2ccccc2c(=O)[nH]1)NC1CCCC1	-2	-1	3	1	4	-4	4	3	0	8
11	Cc1ccc(Nc2ncnc3c2cnn3C)cc1	9	-1	0	1	-1	2	-1	-3	6	-8
12	CCOc1ccc(S(=O)(=O)Nc2cccc(C(=O)NCC(C)(C)N3CCOCC3)c2)cc1	-6	0	3	0	-3	2	-2	1	1	9
13	C=C1CCN([C@@H](CC(C)C)C(=O)NCCCc2ccccc2)S(=O)(=O)c2ccccc21	-8	-2	-10	-9	-20	-1	-7	9	1	-2
14	O=C(CN1C(=O)CSc2ccc(S(=O)(=O)N3CCOCC3)cc21)NCc1ccc(Cl)cc1	-3	-1	-6	2	-7	-1	0	8	-3	2
15	COc1ccccc1OCC(=O)N1CCCC(Nc2ccc(F)c(F)c2)C1 (centres undefined)	-4	0	3	2	0	2	-5	-1	-1	13
16	S=c1[nH]cnc2scc(-c3ccccc3)c12	5	0	10	0	-2	9	4	4	2	4
17	Cc1cc(C)n(Cc2cc(C(=O)O)c3ccccc3n2)n1	-3	-6	5	4	5	-5	0	8	-1	1
18	COc1ccc(C2Nc3ccccc3C(=O)N2Cc2ccccc2)cc1COc1ccccn1 (centres undefined)	-1	1	2	0	-18	-2	1	-5	-7	7
19	FC(F)(F)c1ccc(N2CCOCC2)c(NC2=NCCCCC2)c1	3	-1	1	0	-4	-2	1	1	-1	3
20	O=C(Nc1nc(-c2ccccc2)ns1)c1cccs1	0	4	-26	4	-10	0	5	-5	2	-8

Some of the entries so far, with one line to a screen.
11: Cc1ccc(Nc2ncnc3c2cnn3C)cc1
12: CCOc1ccc(S(=O)(=O)Nc2cccc(C(=O)NCC(C)(C)N3CCOCC3)c2)cc1
13: C=C1CCN([C@@H](CC(C)C)C(=O)NCCCc2ccccc2)S(=O)(=O)c2ccccc21
14: O=C(CN1C(=O)CSc2ccc(S(=O)(=O)N3CCOCC3)cc21)NCc1ccc(Cl)cc1
15: COc1ccccc1OCC(=O)N1CCCC(Nc2ccc(F)c(F)c2)C1 (centres undefined)
16: S=c1[nH]cnc2scc(-c3ccccc3)c12
17: Cc1cc(C)n(Cc2cc(C(=O)O)c3ccccc3n2)n1
18: COc1ccc(C2Nc3ccccc3C(=O)N2Cc2ccccc2)cc1COc1ccccn1 (centres undefined)
19: FC(F)(F)c1ccc(N2CCOCC2)c(NC2=NCCCCC2)c1
20: O=C(Nc1nc(-c2ccccc2)ns1)c1cccs1

screen / no.,11,12,13,14,15,16,17,18,19,20
MBD2 DNA inh,9,-6,-8,-3,-4,5,-3,-1,3,0
UHRF1 MBD2 ctr,-1,0,-2,-1,0,0,-6,1,-1,4
mABHD4 FP,0,3,-10,-6,3,10,5,2,1,-26
NPR2 activator,1,0,-9,2,2,0,4,0,0,4
HTRA1 inh,-1,-3,-20,-7,0,-2,5,-18,-4,-10
PRMT1 inh,2,2,-1,-1,2,9,-5,-2,-2,0
rCAG binder,-1,-2,-7,0,-5,4,0,1,1,5
TCR-CD3 inh,-3,1,9,8,-1,4,8,-5,1,-5
NPR1 activator,6,1,1,-3,-1,2,-1,-7,-1,2
SIAE primary,-8,9,-2,2,13,4,1,7,3,-8

Next part.
No.	smiles	MBD2 DNA inh	UHRF1 MBD2 ctr	mABHD4 FP	NPR2 activator	HTRA1 inh	PRMT1 inh	rCAG binder	TCR-CD3 inh	NPR1 activator	SIAE primary
21	CCCCn1c(N)c(N(CC(C)C)C(=O)CN2C(=O)NC3(CC(C)CC(C)(C)C3)C2=O)c(=O)[nH]c1=O (centres undefined)	-1	1	-6	3	-2	0	-8	-5	3	0
22	COC(=O)C1CCN(C(=O)/C=C/c2ccccc2)CC1	6	2	-10	1	-4	5	3	-3	-5	0
23	Cc1ccc(NC(=S)NC(=O)/C=C/c2ccco2)c(O)c1	-2	3	23	-3	10	28*	35*	7	2	8
24	COc1cccc(NC(=O)CSc2nnc(Cc3ccc(OC)c(OC)c3)o2)c1	0	-1	-5	4	6	2	-1	6	0	-4
25	COn1c(-c2ccc(Cl)cc2)nc2ccc(Cl)cc21	0	-1	-5	2	-27	-1	2	8	-1	0
26	COc1ccc2nc(NC(=O)CSc3ccccc3)sc2c1	-2	-2	-9	-3	-35	-1	12	-1	12	2
27	C[C@]12C=CC(=O)C=C1CC[C@@H]1C2=CC[C@]2(C)[C@@H](C(=O)CN3CCN(c4cc(N5CCCC5)nc(N5CCCC5)n4)CC3)CC[C@@H]12	3	-4	15	8	6	4	6	0	-2	3
28	Cc1nc2ccc(S(=O)(=O)NCC(=O)N3CCC(C)CC3)cc2s1	-5	0	9	1	3	1	2	2	0	-6
29	CCC(C)(C)NC(=O)C(c1ccc(OC)cc1)N(Cc1ccco1)C(=O)CCC(=O)Nc1cc(C)on1 (centres undefined)	1	0	9	-8	-11	0	-9	2	-10	-8
30	CN(Cc1ccc2c(c1)OCO2)C(=O)c1cc(-c2ccccc2)c(N2CCOCC2)s1	-3	-2	20	6	-31	-2	2	6	1	5
31	CC(C)(C)c1ccc(C(=O)N/C(=C\c2ccco2)C(=O)O)cc1	-2	1	17	7	5	11	7	8	-2	2
32	COCCCn1c(C)nnc1SCC(=O)Nc1cccc(C)c1	0	0	4	-3	5	-3	-3	-4	1	6
33	COC(=O)c1nnn(-c2nonc2N)c1CSc1nnc(C)s1	1	-1	-2	3	1	0	-2	5	2	8
34	CN(C)c1cccc(N=C2C=C(N3CCOCC3)CC(C)(C)C2)c1	3	13	-3	-7	8	-3	-4	7	-6	6
35	COc1ccc(C(=O)NCCC2=CCCCC2)cc1[N+](=O)[O-]	-3	5	-4	3	-3	4	-6	-7	0	-1
36	COCCN(CCOC)C(=O)c1ccc(NS(=O)(=O)c2ccc3c(c2)OCCO3)cc1	-3	2	-2	0	-4	2	-4	4	1	-1
37	CC(C)C(=O)N1CCN(c2ccc(NC(=O)c3ccc([N+](=O)[O-])o3)cc2)CC1	-5	-2	1	-3	4	-1	-3	4	-5	1
38	CCn1nc(NC(=O)CC(C)C)c2cc3cccc(C)c3nc21	4	6	-3	-6	-3	5	-3	2	-7	-1
39	Cc1ccccc1-n1c(SCC(=O)N2CCC(C(=O)O)CC2)nnc1-c1ccncc1	-6	3	-3	6	4	-4	-1	-1	3	5
40	Cc1ccc(S(=O)(=O)c2nnn3c2nc(N2CCN(c4ccccn4)CC2)c2ccccc23)cc1	-1	1	-7	6	0	-5	1	-4	-5	1
41	COc1ccc(NC(=O)COC(=O)CC23CC4CC(CC(C4)C2)C3)c([N+](=O)[O-])c1	46*	4	-2	-2	-3	-1	3	-4	-4	1
42	Cc1ccc(-c2nnn(CC(=O)NCC3CC3)n2)o1	-2	-2	-1	-2	-1	-4	16	-3	-1	0
43	CNS(=O)(=O)c1ccc(OC)c(-c2nnc3c4ccccc4c(C)nn23)c1	0	0	-1	3	-1	0	0	4	17	-3
44	COc1ccc(NC(=O)CSc2nnc(-c3ccccn3)n2N)c(OC)c1	0	-1	5	4	-8	-3	-4	3	1	-3
45	COc1cccc(NC(=O)CN(C)CC(=O)NC(C)c2ccccc2)c1 (centres undefined)	-3	1	1	-3	-1	-6	2	3	1	3
46	COc1ccccc1CNC(=O)N/C=C/c1ccc(Cl)cc1	-2	-2	-10	-1	-15	-3	5	5	-5	2
47	Cc1ccc(S(=O)(=O)N2CCC[C@H]2C(=O)OCC(=O)Nc2ccc3c(c2)OCO3)cc1	1	1	-3	0	-9	-1	0	2	3	-3
48	Cn1c(SCc2ccccc2C#N)nc2ccccc2c1=O	2	0	2	-5	-31	-3	2	-5	-24	2
49	Cc1cc2c(cc3c(=O)n(CC(=O)NCCCN4CC(C)CC(C)C4)ncn32)s1 (centres undefined)	-3	-4	-1	-1	6	0	-1	4	-6	-2
50	CCc1ccccc1NC(=O)c1cc2sccc2n1C	-3	-1	-12	1	-14	0	1	5	0	7
51	O=C(N[C@H](C(=O)N1CCC[C@H]1C(=O)NC1CCCC1)c1ccccc1)c1ccc(Cl)cc1Cl	-7	-1	4	2	/	0	1	3	1	-4
52	CC(C)(C)OC(=O)C[C@@H]1C/C=C\C[C@@H](CC(=O)N(CCO)Cc2ccccc2)C(=O)N[C@H](Cc2c[nH]c3ccccc23)COC1=O	3	-3	-5	5	-8	-4	-2	3	3	2
53	Cn1c(C(=O)O)c(CC(=O)NCC2COc3ccccc3O2)c2ccccc21 (centres undefined)	-1	2	-1	3	2	-1	9	-3	-2	0
54	COc1ccc(C2C(C(C)=O)=C(C)Nc3ncnn32)cc1 (centres undefined)	-3	3	-2	12	-8	-1	11	-1	1	-2
55	Nc1ccc(-c2cc(NC=O)c3ncc(-c4cccc(C(F)(F)F)c4)n3c2)cn1	2	-2	4	-1	/	2	8	-13	8	5
56	O=C(O)CCC(=O)N1CCN(c2ncccn2)CC1	4	0	-2	-2	4	-1	-4	-1	3	-1
57	COCCNS(=O)(=O)c1cc(-c2nn(C)c(=O)c3ccccc23)ccc1C	-8	3	-2	-3	8	1	-2	6	-4	3
